hERG protect: compounds protecting human hERG from proarrhythmic drug block | Q12809 | CHO-hERG, FluxOR thallium flux, dofetilide IC70 present | activation (rescue from dofetilide block), less the hit threshold, % at 10 µM | 310,000 compounds, 0.51% hits | AID 1511;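 active means activation above the mean of controls blocked by dofetilide plus 5 SD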;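 further: thallium influx through hERG after potassium depolarization seen as dye fluorescence rise; in these data hits start at about 4.7%; inactives centre near -7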
DYRK1A inh: inhibitors of rat Dyrk1A kinase. ADP-Glo luminescence, NFATc1 peptide. inhibition, % at 12.5 µM. 310,000 compounds, 0.43% hits. AID 504441; in the data active means inhibition above about 50%;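 further: plate controls were vehicle with enzyme for no effect and no enzyme for full effect; many of its hits are not listed in these tables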
KCNQ1 inh: blocks the human KCNQ1 potassium channel; 310,000 compounds, 1.3% hits; B-score at 10 µM; P51787; CHO-K1 KCNQ1, FluxOR thallium flux fluorescence; active compounds read high;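 active means compounds whose thallium flux B-score, printed positive for inhibition, exceeds three library SD while starting fluorescence stays within three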;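 further: channel opened by potassium depolarization with thallium stimulus after 20 min compound exposure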
KCNK3 block: human KCNK3 channel inhibition, primary screen. O14649. CHO-KCNK3 thallium flux, FluxOR fluorescence; active compounds read low. B-score at 10 µM. 340,000 compounds, 0.84% hits;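 active means B-score under library mean minus 4 SD, starting fluorescence ratio at most library mean plus 5 SD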;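 further: more negative B-score means stronger inhibition of thallium flux through KCNK3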
TRPC4 PAM: allosteric potentiators of mouse TRPC4 channel. Q9QUQ5. HEK293 TRPC4beta/mu-opioid, DAMGO EC20, Fluo-4 Ca2+ flux; active compounds read high. B-score at 10 µM. 310,000 compounds, 0.42% hits. AID 2227;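 active means B-score of calcium response area above 5 SD of library B-scores, with initial fluorescence ratio within 5 SD of library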;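 further: B-score of integrated fluorescence ratio over time as area under calcium response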
KCNK9 block: inhibitors of human KCNK9 two-pore domain potassium channel | HEK293 KCNK9, FluxOR thallium flux fluorescence; active compounds read low | 310,000 compounds, 1.2% hits | B-score at 10 µM;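 active means ratio B-score over 3 SD below the library mean, with starting fluorescence within 5 SD of its mean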;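 further: negative B-score means less thallium flux so channel inhibition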
Target sequence (Q9NPC2 whole entry, looked up, the tested form may be a part): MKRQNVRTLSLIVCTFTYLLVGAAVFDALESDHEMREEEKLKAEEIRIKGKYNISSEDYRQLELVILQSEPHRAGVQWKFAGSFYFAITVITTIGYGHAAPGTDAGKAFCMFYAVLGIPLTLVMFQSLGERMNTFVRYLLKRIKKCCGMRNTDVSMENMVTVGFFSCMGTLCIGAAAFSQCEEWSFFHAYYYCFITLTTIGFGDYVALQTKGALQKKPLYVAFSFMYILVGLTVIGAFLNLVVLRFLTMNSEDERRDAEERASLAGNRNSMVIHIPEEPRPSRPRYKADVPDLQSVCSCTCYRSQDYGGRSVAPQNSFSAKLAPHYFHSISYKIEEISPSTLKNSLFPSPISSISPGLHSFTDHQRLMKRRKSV
ANO1 block: mouse TMEM16A channel inhibition, primary screen. AID 588511. 310,000 compounds, 1.2% hits. Q8BHY3. HEK293 TMEM16A/YFP iodide influx fluorescence, ionomycin. normalized B-score (activity score, 25-100; higher = stronger inhibition) at 10 µM;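 active means ratio plate-corrected score three or more library SD toward inhibition, starting fluorescence score within five deviations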;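 further: score derived from kinetic fluorescence span divided by baseline fluorescence per well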
KCNQ1 act: human KCNQ1 channel potentiation or activation | P51787 | 310,000 compounds, 0.35% hits | AID 2648 | B-score at 10 µM | CHO-K1 KCNQ1, thallium flux FluxOR fluorescence; active compounds read high;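 active means fluorescence ratio B-score, a plate-corrected score, at least three library SD, with initial intensity B-score within 5 SD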
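Medium – assay buffer, equal DMSO in all wells · Material – CHO-K1 cell line with stable KCNQ1 potassium channel expression · Signal – kinetic FluxOR thallium fluorescence, 10-s 1-Hz baseline, 110-s post-stimulus read · Compound – single concentration per compound, DMSO matched to controls · Schedule – 37 °C overnight plating, 90-min dark dye load, 20-min compound pretreatment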
TRPC4 agonist: activators of mouse TRPC4 channel; HEK293 TRPC4beta/mu-opioid, Fluo4 calcium fluorescence; active compounds read high; AID 2237; B-score at 10 µM; 310,000 compounds, 0.49% hits; Q9QUQ5;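 active means B-score above 5 SD of library B-scores, and initial fluorescence ratio not above library mean plus 5 SD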;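 further: positive B-score marks a calcium rise read as TRPC4 activation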
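Assay system: HEK293 stable line with TRPC4beta plus mu-opioid receptor; schedule: 45 min room-temperature Fluo4 loading, 110 s read; technique: kinetic Fluo4 calcium fluorescence; evaluation: integrated baseline-normalised fluorescence ratio, converted to per-well B score; controls: buffer (low) and maximal DAMGO (high)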
HDAC3 inhib: blocks human histone deacetylase 3. recombinant HDAC3, fluorogenic peptide/trypsin coupled, fluorescence. inhibition, % at 8.3 µM. 320,000 compounds, 0.15% hits. AID 2718; in the data active means inhibition above about 26%, passing the limit was not always enough
Target sequence (O15379 whole entry, looked up): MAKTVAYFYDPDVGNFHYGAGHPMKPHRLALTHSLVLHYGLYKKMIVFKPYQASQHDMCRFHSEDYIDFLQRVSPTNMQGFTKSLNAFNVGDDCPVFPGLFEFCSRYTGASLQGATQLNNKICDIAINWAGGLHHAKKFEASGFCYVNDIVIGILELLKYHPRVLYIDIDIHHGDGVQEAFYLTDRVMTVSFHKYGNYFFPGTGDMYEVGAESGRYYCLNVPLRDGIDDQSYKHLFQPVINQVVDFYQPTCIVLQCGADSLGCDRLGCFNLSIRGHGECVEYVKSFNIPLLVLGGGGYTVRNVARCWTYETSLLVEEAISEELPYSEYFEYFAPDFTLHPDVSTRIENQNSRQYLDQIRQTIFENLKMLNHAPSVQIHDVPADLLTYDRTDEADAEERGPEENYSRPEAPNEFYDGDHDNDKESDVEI
ANO1 activ: mouse TMEM16A channel activation, primary screen; Q8BHY3; HEK293 TMEM16A/YFP-H148Q/I152L, iodide quench fluorescence; active compounds read low; B-score at 10 µM; 340,000 compounds, 0.3% hits; AID 623877;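 active means fluorescence-ratio B-score plate-corrected deviation score at least 3 library SD below zero, with starting fluorescence score within 5 deviations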;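 further: channel opened by trigger with iodide after compound preincubation; score built on the fluorescence ratio of max minus min over baseline; more negative score means more quench and so TMEM16A activation or potentiation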
Starred values were filed as active, the others as inactive; i = inactive; nt = no result given. Only part of the results is shown; count on the stated rates, not on these rows.

SMILES	hERG protect	DYRK1A inh	KCNQ1 inh	KCNK3 block	TRPC4 PAM	KCNK9 block	ANO1 block	KCNQ1 act	TRPC4 agonist	HDAC3 inhib	ANO1 activ
Cc1ccccc1C(=O)NC1CCN(CC(=O)Nc2ccccc2)CC1	0	nt	i	i	i	i	i	i	i	-1	i
Cc1cccc(NC(=S)N2CCCC(c3nc4ccccc4[nH]3)C2)c1 (stereo not given)	3	-2	i	i	i	i	i	i	i	11	i
CC(C)(C)C(=O)NC(=S)Nc1ccccn1	-7	5	i	i	i	i	i	i	i	-4	i
Cc1cccc(NC(=O)CSc2nc(C)c(CC(=O)c3ccc(Br)cc3)c(C)c2C#N)c1C	-5	1	i	i	i	i	i	i	i	1	i
Cc1ccc(CN2C(=O)CC(Nc3ccc(N4CCOCC4)cc3)C2=O)cc1 (stereo not given)	-3	-1	i	i	i	i	i	i	i	-5	i
O=C(N/N=C/c1ccco1)c1cc(Br)ccc1OCc1ccccc1	3	-1	i	i	i	i	i	i	i	5	i
CC(C)(CC(=O)O)CC(=O)Nc1ccc(Oc2ccc(C(C)(C)C)cc2)nc1	1	nt	i	i	i	i	i	i	i	-6	i
COC(=O)C1=C(C)NC2=C(C(=O)CCC2)C1c1cccs1 (stereo not given)	-3	nt	i	nt	i	i	nt	i	i	nt	nt
C/C(=N\Nc1nc(N)cc(Cl)n1)c1ccc(F)cc1	-11	-5	i	i	i	i	i	i	i	0	i
Cc1nc(-c2ccccc2)sc1-c1nnc(C2CC2)o1	-12	3	i	i	i	i	i	i	i	-4	i
Cc1c(CN2CCC(CO)(CCOc3ccccc3)CC2)c(=O)n(-c2ccccc2)n1C	-13	2	i	i	i	i	i	i	i	1	i
O=C(NNC(=O)c1cccnc1)Nc1ccccc1	-9	-4	i	i	i	i	i	i	i	-5	i
CC(C)c1ccc(NS(=O)(=O)c2cccc3cccnc23)cc1	-5	-4	i	i	i	i	i	i	i	1	i
Cc1ccc(C(=O)O)cc1NC(=O)c1ccc(Cn2nc(C)c(Cl)c2C)o1	-3	0	i	i	i	i	i	i	i	2	i
COC(=O)c1ccccc1NC(=O)CSc1ncccn1	-11	-1	i	i	i	i	i	i	i	-8	i
CN(C)C(=O)COc1ccc(Br)cc1	-5	-15	i	i	i	i	i	i	i	-11	i
CN(C)S(=O)(=O)c1ccc2c(c1)c(=O)c(C(=O)N1CCOCC1)cn2C	-7	6	i	i	i	i	i	i	i	3	i
CC(Oc1ccccc1)C(=O)Nc1ccc(S(=O)(=O)N2CCCC2)cc1 (stereo not given)	-4	13	i	i	i	i	i	i	i	-3	i
CCOCCCNC(=O)C(NC(=O)CC1NC(=O)NC1=O)c1ccc(Cl)cc1 (stereo not given)	nt	-2	nt	i	nt	nt	i	nt	nt	6	i
COc1ccc(-c2nnn(Cc3nc(N)nc(N4CCOCC4)n3)n2)cc1OC	nt	4	nt	i	nt	nt	i	nt	nt	-1	i
CCOC(=O)N1CCC(NC(=O)c2cnc3n(c2=O)CCS3)CC1	-9	8	i	i	i	i	i	i	i	0	i
COc1ccccc1/C=C/C=c1\sc2nc(=O)c(Cc3ccccc3)nn2c1=O	-8	-7	i	i	i	i	i	i	i	2	i
CC(=O)OCC(=O)NCc1ccc2c(c1)OCO2	-2	14	i	i	i	i	i	i	i	-2	i
C/C(=N\NC(=O)c1cccc(S(=O)(=O)N2CCCC2)c1)c1ccc(C)cc1	-8	7	i	i	i	i	i	i	i	0	i
COCCNC(=O)C(=O)NNS(=O)(=O)c1ccc(Cl)cc1	-1	0	i	i	i	i	i	i	i	2	i
C/C(=N\NC(=O)c1ccccc1)c1ccc(NC(=O)c2cccs2)cc1	-4	2	i	i	i	i	i	i	i	nt	i
O=C(Nc1ccccc1N1CCN(C(=O)c2ccc(Cl)cc2)CC1)c1cccnc1	-18	4	i	i	i	i	i	i	i	-4	i
CC(C)C(=O)N(c1ccc2oc(=O)sc2c1)S(=O)(=O)c1cccs1	-8	5	i	i	i	i	i	i	i	-1	i
N#Cc1cnn(Cc2ccc(Cl)cc2)c1N	-8	-3	i	i	i	i	i	i	i	-3	i
CCOC(=O)N1CCN(c2nnnn2-c2ccccc2)CC1	-7	1	i	i	i	i	i	i	i	3	i

Molecules listed so far with a tert-butyl group (2):
SMILES	hERG protect	DYRK1A inh	KCNQ1 inh	KCNK3 block	TRPC4 PAM	KCNK9 block	ANO1 block	KCNQ1 act	TRPC4 agonist	HDAC3 inhib	ANO1 activ
CC(C)(C)C(=O)NC(=S)Nc1ccccn1	-7	5	i	i	i	i	i	i	i	-4	i
CC(C)(CC(=O)O)CC(=O)Nc1ccc(Oc2ccc(C(C)(C)C)cc2)nc1	1	nt	i	i	i	i	i	i	i	-6	i

Further entries.
SMILES	hERG protect	DYRK1A inh	KCNQ1 inh	KCNK3 block	TRPC4 PAM	KCNK9 block	ANO1 block	KCNQ1 act	TRPC4 agonist	HDAC3 inhib	ANO1 activ
O=C(Nc1nc2ccc3ccccc3c2s1)c1ccc(N2CCCCC2)c([N+](=O)[O-])c1	-3	0	i	i	i	i	i	i	i	5	i
Fc1cccc(Cl)c1CSc1nnc(COc2cccc3cccnc23)o1	-5	7	i	i	i	i	i	i	i	4	i
COc1ccc(S(=O)(=O)Cc2ccc(C(=O)N3CC(C)CC(C)C3)o2)cc1 (stereo not given)	-6	16	i	i	i	i	i	i	i	nt	i
CNC(=S)NC(CC(=O)OC)c1ccc2c(c1)OCO2 (stereo not given)	-2	2	i	i	i	i	i	i	i	2	i
Oc1c(C=NCc2ccncc2)sc2ccccc12	-9	nt	i	nt	i	i	i	i	i	7	nt
CCN=C(NC#N)SCc1c(F)cccc1Cl	3	0	i	i	i	i	i	i	i	1	i
Cc1cc(=O)c2cc3nc(-c4cccnc4)oc3c(Br)c2o1	1	nt	i	nt	i	i	i	i	i	-3	nt
COc1ccc(C(=O)NCCc2ccccc2F)cc1OC1CCN(C(C)=O)CC1	-11	2	i	i	i	i	i	i	i	1	i
CCC(C)NC(=O)[C@@H]1CCCN1C(=O)C1CCN(S(=O)(=O)c2ccc(C)cc2)CC1 (stereo not given in full)	-7	-6	i	i	i	i	i	i	i	-5	i
COc1cccc(C2C(=O)N(C3CCCCC3)CC(=O)N2Cc2ccc(F)cc2)c1 (stereo not given)	-19	0	6*	i	i	i	i	i	i	-1	i
COc1cc(/C=N/NC(=O)c2cccc([N+](=O)[O-])c2)cc(OC)c1O	0	-3	i	i	i	i	i	i	i	10	i
CCn1c(=N)n(CC(=O)c2ccc(OC)cc2)c2ccccc21	-12	1	i	i	i	i	i	i	i	0	i
COc1ccc(C(=O)COC(=O)C(C)N2C(=O)C3C4CCC(C4)C3C2=O)cc1 (stereo not given)	-4	2	i	i	i	i	i	i	i	1	i
Cc1ccc(NC(=O)CN(C)C(=O)C(C)OC(=O)CNC(=O)c2ccc(Cl)c([N+](=O)[O-])c2)cc1 (stereo not given)	-13	14	i	i	i	i	i	i	i	0	i
CC(=O)OCCCNc1cc(SCc2ccco2)c2nonc2c1[N+](=O)[O-]	-7	-5	i	i	i	i	i	i	i	2	i
CC1(C(=O)N(CC(=O)NC2CCCC2)Cc2ccco2)CC(=O)N=C2C=CC=CN21 (stereo not given)	-3	-5	i	i	i	i	i	i	i	-37	i
COc1cc2c(cc1OC)CN(Cc1cc(=O)oc3cc(C)c(Cl)cc13)CC2	-5	0	i	i	i	i	i	i	i	-7	i
COc1ccc(NC(=O)NC(C)c2ccc3c(c2)OCO3)cc1OC (stereo not given)	-5	-2	i	i	i	i	i	i	i	-8	i
O=C(O)CN(c1cccc(C(F)(F)F)c1)S(=O)(=O)c1ccccc1	-8	nt	i	i	i	i	i	i	i	nt	i
CCOc1ccccc1C(=O)NCCCn1ccnc1	-13	-2	i	i	i	i	i	i	i	7	i
O=c1c2cnn(-c3ccc(F)cc3)c2ncn1Cc1ccccn1	-7	nt	i	nt	i	i	nt	i	i	nt	nt
COc1ccccc1CNC(=O)C1CCN(S(=O)(=O)c2ccc(N3CCCC3=O)cc2)CC1	-6	-3	i	i	i	i	i	i	i	-1	i
Cc1ccc(C(=O)NC(Cc2c[nH]c3ccccc23)C(=O)O)o1 (stereo not given)	-4	1	i	i	i	i	i	i	i	-1	i
CCOC(=O)c1ccc(N2C(=O)CC(Sc3nnc(C)s3)C2=O)cc1 (stereo not given)	-1	-1	i	i	i	i	i	i	i	3	i
Cc1cccn2cc(CCNC(=O)Cc3cccs3)nc12	-9	-1	i	i	i	i	i	i	i	0	i
Nc1cc2c(cc1C(=O)c1ccc(Cl)cc1)OCCO2	-13	0	i	i	i	i	i	i	i	4	i
Brc1cnc2nc(SC/C=C/c3ccccc3)[nH]c2c1	-8	-1	i	i	i	i	i	i	i	-5	i
COc1ccccc1-c1noc(-c2cccnc2)n1	-19	11	i	i	i	i	i	i	i	4	i
Cc1cccn2c(=O)nc(SCC(=O)Nc3ccc4c(c3)OCCO4)nc12	-12	1	i	i	i	i	i	i	i	3	i
CCCN(CC(=O)Nc1ccccc1C)C(=O)c1ccc(C2SCCS2)cc1	-5	0	i	i	i	i	i	i	i	80*	i
C#CCOCCOCCOCCNc1nc(N2CCN(C(=O)[C@H](CCCCN)n3cc([C@@H](N)CO)nn3)CC2)nc(N2CCN(C(=O)[C@H](Cc3cc4ccccc4[nH]3)n3cc([C@@H](N)Cc4ccc(O)cc4)nn3)CC2)n1	-9	nt	i	nt	i	i	i	i	i	0	nt
CCN(CC)CCCNC(=O)c1ccc(C)c(NC(=O)C2=C(C)OCCS2)c1	-3	4	i	i	i	i	i	i	i	-2	i
Cc1ccc(CNc2cnn(C34CC5CC(CC(C5)C3)C4)c(=O)c2Cl)cc1	-9	-1	i	i	i	i	i	i	i	-11	i
COc1ccccc1N1C(=O)CSC1=S	-5	1	i	i	i	i	i	i	i	5	i
CS(=O)(=O)N1CCC(Oc2cccc(C(=O)NCCCC3CCCC3)c2)CC1	-12	-2	i	i	i	i	i	i	i	-1	i
CC(=O)N1CCN(c2ccc(NC(=O)COc3ccc(Cl)cc3Cl)cc2)CC1	-13	2	i	i	i	i	i	i	i	2	i
Cc1cc(C(=O)NNC(=O)COc2c(C)cc(Br)cc2C)n[nH]1	-2	-4	i	i	i	i	i	i	i	2	i
CC(=O)C1=C(C)NC(SCC(=O)c2ccc(Cl)c(Cl)c2)=C(C#N)C1c1ccco1 (stereo not given)	-4	-4	i	-11*	i	-7.8*	i	i	i	1	i

Compound activity as filed in PubChem.
